Screening data deposited in PubChem BioAssay by several laboratories.
LMP1 NFkB inh – EBV LMP1-driven NF-kappaB luciferase reporter inhibitors, primary screen, cell-based, luminescence, single point | 350,000 tested, 0.69% active | LMP1-induced NF-kappaB luciferase reporter cells | inhibition, % at 12.5 µM; in the data active means inhibition above about 41%;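 further: 0% = neutral control wells and 100% = reference inhibitor control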
TRAIL sens C8 – viability loss with TRAIL in NB7+C8 cells, primary screen, TRAIL sensitizer project, cell-based, ATPlite luminescence; 360,000 tested, 1% active; inhibition (viability loss, TRAIL sensitization), % at 10 µM;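 active means compounds causing at least 50% loss of cell viability in the single-dose screen, relative to plate controls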
NR2E3 ag-1 – NR2E3 agonists in two-hybrid cells, primary screen, cell-based, luminescence, CHO-S, Gal4-NCOR/VP16-NR2E3 | Photoreceptor-specific nuclear receptor (Homo sapiens), Q9Y5X4 | inhibition of corepressor binding, % at 3.98 µM | AID 602229, 2012 | 360,000 tested, 0.35% active | luciferase;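 active means inhibition above the mean of all tested compounds plus 3 SD, cut at about 70% in these data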;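 further: 0% = DMSO with NR2E3 transfected cells and 100% = cells lacking NR2E3 construct; higher means lower luciferase signal from less NR2E3 corepressor binding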
Target sequence (Q9Y5X4 whole entry, looked up, the tested form may be a part): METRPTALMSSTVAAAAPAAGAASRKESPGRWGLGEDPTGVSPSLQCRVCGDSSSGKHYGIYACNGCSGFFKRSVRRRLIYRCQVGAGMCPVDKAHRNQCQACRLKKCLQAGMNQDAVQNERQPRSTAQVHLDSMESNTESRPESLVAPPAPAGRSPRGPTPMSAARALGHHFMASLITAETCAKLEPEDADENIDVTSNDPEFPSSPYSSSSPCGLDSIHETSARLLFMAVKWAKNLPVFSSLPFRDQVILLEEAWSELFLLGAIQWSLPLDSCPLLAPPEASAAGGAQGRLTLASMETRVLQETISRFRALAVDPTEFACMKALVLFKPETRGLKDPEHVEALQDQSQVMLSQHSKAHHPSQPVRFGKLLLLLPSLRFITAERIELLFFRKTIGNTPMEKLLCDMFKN
TRPM1 prom inh – inhibitors of MITF-dependent TRPM1 promoter reporter, primary screen, cell-based, SK-MEL-5, single point, luciferase | inhibition, % at 12.5 µM | 330,000 tested, 0.83% active | AID 488899, 2010 | SK-MEL-5 TRPM1 promoter luciferase, 24 h;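 active means mean inhibition across replicates of 60% or more, whatever share of single replicates reaches that level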; further: values of inactives mirror those of a sister screen read the other way
HIF-2a block – HIF-2a reporter inhibitors, primary screen, luminescence, 786-0 RCC cells. 786-0 RCC cells HIF-2a reporter, luciferase luminescence, overnight. inhibition, % at 18.8 µM. 360,000 tested, 0.72% active. AID 624352, 2012;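 active means inhibition of the luminescence signal of 40% or more relative to plate controls, in a single-dose primary screen at 18.75 µM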
CF NFkB block – inhibitors of PAF-induced NF-kB signaling, primary screen, cell-based, GFP fluorescence, uHTS; KKLEB NF-kB-GFP reporter, GFP fluorescence overnight; inhibition, % at 5 µM; AID 588850, 2011; 360,000 tested, 0.86% active;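 active means at least 50% inhibition at 5 µM, scaled per plate between neutral and stimulator controls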;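 further: PAF is a Pseudomonas aeruginosa culture filtrate used as stimulus; plate controls were PAF-stimulated DMSO wells for no effect and unstimulated DMSO wells for full effect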
hiPSC survival – enhancers of single-cell hiPSC survival, primary screen, ATPlite luminescence; AID 602274, 2012; 360,000 tested, 0.044% active; survival enhancement, % at 20 µM; 100% = ROCK inhibitor wells, 0% = DMSO; in the data active means survival enhancement above about 18%;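 further: cells exposed to compounds for 16 hours before the ATP read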
Shn3 inh set2 – reduction of Shn3 3'UTR firefly luciferase signal, primary screen, Schnurri-3 inhibitor project, cell-based, Clone20 osteoblasts, set 2. AID 588674, 2011. inhibition, % at 12.5 µM. 360,000 tested, 0.52% active. Clone20 osteoblast Shn3 3'UTR firefly luciferase, 24 h;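 active means mean inhibition of at least 75% with every replicate also reaching 75%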;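 further: 0% = median of neutral control wells and 100% = pilot-screen positive control compound; some compounds past the cut are filed as inactive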
Peg3 prom inh – Peg3 promoter-driven luciferase inhibitors, primary screen, cell-based, HeLa, luciferase luminescence | 360,000 tested, 1.7% active | HeLa PEG-Prom luciferase reporter, overnight | inhibition, % at 20 µM;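 active means inhibition of at least 50% at 20 µM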
NR2E3 ag-2 – inhibitors of NR2E3-RetCOR corepressor binding, primary screen, NR2E3 agonist project, biochemical, TR-FRET, GST-NR2E3, biotin-RetCOR | Photoreceptor-specific nuclear receptor (Homo sapiens), Q9Y5X4 | 1536-well | inhibition of corepressor binding, % at 4.78 µM | 320,000 tested, 0.12% active | AID 2300, 2010;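 active means percent inhibition above the cutoff of mean plus 3 SD of all tested compounds, set per screening campaign, cut at about 20% in these data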;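 further: 0% = DMSO wells and 100% = biotin wells as full block of FRET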
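Format: 1536-well format; test system: GST-NR2E3 and biotin-RetCOR proteins; read-out basis: percent inhibition of TR-FRET ratio; timing: 5 h incubation at 4 °C; detection: time-resolved FRET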
KKLEB tox – cytotoxicity in KKLEB CF airway cells, primary screen, cytotoxicity control for CF NF-kB inhibitor project, cell-based, uHTS, fluorescence assay plates | KKLEB CF airway cells viability, ATPlite luminescence, overnight; stronger effect = lower value; cells stimulated with P. aeruginosa culture filtrate | activity change (cytotoxicity), % at 5 µM | 360,000 tested, 0.36% active | AID 602141, 2011;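 active means corrected activity change at or below -50% at 5 µM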
Active calls of the source: *; / = not tested or not shown.

Values run as follows: LMP1 NFkB inh | TRAIL sens C8 | NR2E3 ag-1 | TRPM1 prom inh | HIF-2a block | CF NFkB block | hiPSC survival | Shn3 inh set2 | Peg3 prom inh | NR2E3 ag-2 | KKLEB tox
> COc1ccccc1NC(=O)C1CCCN1S(=O)(=O)c1ccc(Cl)cc1 (configuration not stated)
 : -4 | -18 | -19 | 23 | 10 | -14 | -0.4 | 11 | 18 | 4 | -1
> Cc1cc(C)n(-c2ccc(C(=O)Nc3ccc(C)c(S(=O)(=O)N4CCOCC4)c3)cc2)n1
 : 9 | 53* | -8 | 69* | -2 | -11 | -0.2 | 57 | 34 | 3 | 4
> CCOc1ccc(C(=S)N2CCCC2)cc1
 : 1 | -10 | -16 | -18 | -46 | -10 | -1.7 | -61 | -5 | 7 | 2
> COc1ccc(Nc2cc(C(=O)NCCCN3CCOCC3)c3ccccc3n2)c(OC)c1
 : -9 | -18 | -22 | 8 | 2 | 7 | -3.6 | -12 | -2 | 0 | -9
> CC1(C)Cc2c(c(N3CCOCC3)nc3snc(NC(=O)c4ccccc4)c23)CO1
 : 0 | 16 | -7 | 1 | 17 | 14 | -1.4 | -13 | 18 | -2 | -9
> CCCN(C(=S)Nc1ccccc1)C1CCS(=O)(=O)C1 (configuration not stated)
 : -6 | -18 | -1 | -4 | 11 | -8 | -1.4 | 2 | 4 | -2 | -14
> O=C(COC(=O)CCSc1ccc(F)cc1)NCc1ccc(F)cc1
 : 6 | 15 | 19 | 1 | -17 | 7 | -1.4 | -6 | 19 | / | -17
> CCc1cc2c(NC(Cc3ccccc3)C(=O)O)ncnc2s1 (configuration not stated)
 : 2 | -5 | -9 | 2 | 17 | -1 | 0.5 | 3 | 5 | / | 4
> O=C(O)c1cc(NCc2ccc(F)cc2)ccc1N1CCOCC1
 : 7 | -2 | 10 | -10 | 13 | 9 | 1.7 | -3 | 20 | -2 | 0
> c1cc2nncn2nc1N1CCCC1
 : -5 | 1 | 3 | -2 | 8 | -2 | -1.1 | -14 | 8 | 1 | -5
> CCC(C)NC(=O)c1ccc(N2CC3CC(C2)c2cccc(=O)n2C3)c(NC(=O)c2c(F)cccc2F)c1 (configuration not stated)
 : -6 | 5 | -3 | / | 6 | 21 | -1.9 | -18 | 7 | / | 1
> CC(C)NC(=O)Nc1cccc2c1O[C@H](CN(C)S(=O)(=O)c1ccccc1)[C@@H](C)CN([C@H](C)CO)C2=O
 : -12 | -11 | 4 | 3 | 1 | -4 | 2.9 | -3 | 4 | / | -2
> COc1ccc(S(=O)(=O)NCc2cc(=O)n(C)c(=O)n2C)cc1C
 : -4 | -3 | -12 | 0 | 3 | -12 | -0.6 | 7 | 12 | -2 | -3
> COc1ccc(-c2[nH]ncc2CN(C)CCc2c(C)n[nH]c2C)c(F)c1
 : 3 | -10 | 14 | 0 | 7 | -26 | 1.0 | -5 | 15 | 7 | 9
> Cc1ccc(S(=O)(=O)NNC(=O)CC#N)cc1
 : -3 | -4 | 19 | 2 | -1 | 21 | -2.1 | -4 | -19 | 5 | -13
> NS(=O)(=O)c1cccc(NC(=O)COC(=O)Cc2ccc(S(=O)(=O)N3CCOCC3)s2)c1
 : -4 | 2 | -2 | -3 | 1 | 15 | -1.1 | 6 | 11 | / | 11
> Nc1ccc2c(c1)CC(=O)c1ccccc1S2
 : 6 | 6 | -15 | -10 | -37 | -1 | 5.8 | 6 | -20 | 1 | 7
> O=C(NCc1cccs1)c1cccc2c(-c3cccnc3)coc12
 : / | -3 | -35 | / | -122 | 4 | -3.0 | 3 | -80 | / | -8
> CCC(=O)N1CCc2cc(S(=O)(=O)CCC(=O)NC(C)CC)ccc21 (configuration not stated)
 : 0 | 6 | -19 | 7 | 19 | -5 | 0.9 | 9 | -33 | -1 | 16
> O=C(Nc1ccccn1)C(F)(F)C(F)(F)C(F)(F)C(F)(F)C(=O)Nc1ccccn1
 : 6 | 15 | -2 | -1 | 3 | 9 | -0.1 | 19 | -4 | -2 | 7
> CC(Oc1ccccc1)c1ccnc2nc(/N=C/N(C)C)nn12 (configuration not stated)
 : 6 | -8 | -21 | 7 | 2 | -8 | -1.4 | -8 | 13 | 0 | -15
> CCOC1OC2C(CO)OC(n3cnc4c(N)ncnc43)C2O1 (configuration not stated)
 : 2 | -14 | -2 | -5 | 1 | -15 | 2.3 | -22 | 3 | 2 | 4
> NC(=O)CS(=O)(=O)c1ccc(Cl)cc1
 : 4 | -4 | -26 | -11 | 16 | 6 | 1.1 | -10 | 2 | 2 | -4
> CC1CC(C(F)(F)F)n2ncc(C(=O)O)c2N1 (configuration not stated)
 : 4 | -2 | -21 | 7 | 8 | 6 | -0.1 | -6 | 8 | 2 | -9
> O=C(OCC(=O)N1CCN(S(=O)(=O)c2ccc(Cl)cc2)CC1)c1cc(Br)ccc1O
 : 6 | -10 | -26 | 7 | 5 | -2 | 0.6 | -2 | 0 | -2 | -3
> CCCOc1ccc([C@@H]2C3CN(C(=O)OCC)CC=C3C(C#N)=C(N)C2(C#N)C#N)cc1OC (some centres not stated)
 : -10 | -5 | -9 | 6 | -12 | -26 | -1.4 | -10 | -1 | 3 | 2
> CCC(c1nnnn1-c1ccc(OC)cc1)N1CCN(C/C=C/c2ccccc2)CC1 (configuration not stated)
 : / | -11 | 11 | / | -8 | -32 | -2.3 | 4 | 7 | / | 2
> O=C(CN1CCN(CN2C(=O)NC3(CCCCCC3)C2=O)CC1)Nc1cccc(F)c1
 : -4 | -3 | -33 | 6 | 0 | 20 | -1.9 | -25 | 9 | 0 | 10
> CCOCCCNC(=O)c1cn(C)c2ccc(S(=O)(=O)N3CCCC3)cc2c1=O
 : -5 | 1 | 8 | -1 | 10 | 1 | -0.4 | -20 | 2 | -5 | 7
> COc1ccc(N2CCN(S(=O)(=O)CCNC(=O)C34CC5CC(CC(C5)C3)C4)CC2)cc1
 : 11 | 21 | 12 | 11 | 6 | 0 | -0.2 | 25 | 2 | -4 | 7
> COc1cccc(-c2cnc3c(NC=O)cc(-c4cccc(NC(C)=O)c4)cn23)c1
 : / | 15 | 3 | / | -25 | 15 | 1.4 | 5 | 48 | / | -14
> C1=CC(c2cc3ccccc3o2)OC(CCc2ccccc2)C1 (configuration not stated)
 : -8 | -24 | -6 | -9 | 2 | -2 | -0.7 | -6 | 7 | 3 | 6
> Cc1cccc(NC(=O)C2CCCN2C(=O)Oc2ccccc2)c1 (configuration not stated)
 : 5 | -30 | 8 | 1 | -17 | -15 | 1.1 | -4 | 8 | -1 | 13
> COc1ccc(OC)c(NC(=S)NN2CCN(C)CC2)c1
 : 0 | -3 | -17 | -3 | 16 | 13 | 1.6 | -6 | 1 | -2 | -20
> O=C(COc1ccccc1)Nc1cccc(-c2nnc(-c3ccccc3)o2)c1
 : -9 | 13 | -107 | -17 | -162 | -4 | -0.3 | 2 | -50 | 2 | -12
> COc1ccc(C)cc1NC(=O)C1CC(=O)N(CCc2ccc(F)cc2)C1 (configuration not stated)
 : -11 | -4 | 8 | 10 | 4 | 13 | 0.8 | 4 | 1 | / | -11
> CCC(=O)c1cn([C@H](CCC(OC)OC)CC(=O)OC(C)(C)C)cc1CC
 : -1 | 8 | -13 | -16 | 7 | -8 | -0.2 | 0 | -10 | 1 | 11
> COc1ccc(-c2nnn(CC(=O)NCc3cccs3)n2)cc1OC
 : 11 | -18 | 4 | 8 | -10 | 18 | -2.0 | 30 | 12 | 0 | -8
> COCCNC(=O)c1ccc2ccccc2n1
 : 1 | -5 | -12 | 2 | -55 | -8 | -1.7 | 5 | 50 | -3 | -5
> CCc1ccccc1N(CC(=O)NC(C)(C)C)C(=O)CCC(=O)Nc1ccccn1
 : -4 | -3 | -23 | 5 | 18 | 10 | 0.0 | -8 | 6 | 1 | -10
> CN1CCN(c2ccc(S(=O)(=O)N3CCCCC3)cc2NC(=O)/C=C/c2ccc(Cl)c([N+](=O)[O-])c2)CC1
 : -3 | 9 | -5 | 10 | 6 | 24 | -0.1 | 4 | 104* | -2 | -13
> C[C@@H]1CN([C@@H](C)CO)S(=O)(=O)c2ccc(Br)cc2O[C@H]1CN(C)C(=O)Cc1cccnc1
 : -6 | -7 | -4 | / | 7 | -4 | -2.5 | -16 | -1 | / | 0
> O=C(Nc1cccc(C(F)(F)F)c1)c1scc2c1OCCO2
 : 0 | 1 | -4 | -16 | -120 | -20 | 0.3 | -34 | -81 | -1 | -3
> COc1ccc2nc(SCc3ccccc3)nc(C)c2c1
 : -34 | -2 | -173 | -81 | -193 | 2 | -1.5 | -47 | -401 | 5 | 8
> Cc1cnc(C(=O)OCC(=O)c2ccc(F)c(F)c2)cn1
 : 0 | 0 | 3 | 9 | 14 | -9 | 0.3 | 14 | -8 | 0 | 24
> O=C(Nc1cccnc1)c1cc(-c2cc(Cl)ccc2O)n[nH]1
 : -33 | 9 | 17 | -82 | -406 | 2 | 0.8 | -95 | -293 | 3 | -10
> Cc1ccc(-c2nc3ccccc3o2)cc1NC(=S)NC(=O)c1cccs1
 : -16 | 2 | -125 | -44 | -255 | 20 | -1.9 | -75 | -254 | -1 | -14
> Cc1cc(C)n(-c2nc(SCCN(C)C)c3c4c(sc3n2)COC(C)(C)C4)n1
 : -16 | 41 | -5 | 0 | -29 | 6 | -0.9 | 5 | 54* | -1 | -34
> COc1ccc(S(=O)(=O)CC(=O)Nc2nnc(C(F)(F)F)s2)cc1
 : 4 | -4 | -18 | 14 | 6 | 1 | -0.3 | -14 | 3 | 4 | 3

Ordered by value in LMP1 NFkB inh (largest number first): some entries from above.
SMILES | LMP1 NFkB inh
COc1ccc(S(=O)(=O)CC(=O)Nc2nnc(C(F)(F)F)s2)cc1 | 4
Cc1cc(C)n(-c2nc(SCCN(C)C)c3c4c(sc3n2)COC(C)(C)C4)n1 | -16
O=C(Nc1cccnc1)c1cc(-c2cc(Cl)ccc2O)n[nH]1 | -33

Not all compounds are listed (hit frequency here may not be typical).
